# From PubChem
# Fh CTSL1 inh – Fasciola hepatica cathepsin L1 inhibitors, primary screen, counter-screen for PFM18AAP inhibitor project, biochemical, QFRET, fluorogenic peptide substrate | recombinant F. hepatica cathepsin L1, Z-Leu-Arg-MCA fluorescence | inhibition, % at 5.96 µM | hit rate 0.49% among 300,000 | AID 1906, 2009;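 active means inhibition above the mean of all tested compounds plus 3 SD, set per screening campaign, cut at about 17% in these data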;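 further: 0% = plate median of test compound wells and 100% = 1 µM Z-Phe-Ala-diazomethylketone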
# JMJD2C inh – inhibitors of GASC-1 histone demethylase, primary screen, biochemical, fluorescence, DELFIA europium | Lysine-specific demethylase 4C (Homo sapiens), Q9H3R0 | GST-JMJD2C(1-420) H3K9me3 demethylation | inhibition, % at 2.35 µM | hit rate 0.069% among 330,000;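 active means more than half of a compound's replicate wells show inhibition beyond 50%, single wells judged on their own value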;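 further: signal counts dimethyl H3K9 product captured on neutravidin plate; 0% = median of DMSO wells and 100% = 0.3 times that DMSO median; strong numbers were not always called active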
# LYPLA2 counter – LYPLA2 inhibitors, primary screen, counter-screen for PME1 inhibitor project, biochemical, fluorescence polarization, FP-Rh probe ABPP. Acyl-protein thioesterase 2 (Homo sapiens), O95372. hit rate 0.38% among 320,000. inhibition, % at 5.9 µM. recombinant LYPLA2;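 active means inhibition above the screen-wide mean plus 3 SD, limit set per campaign, cut at about 26% in these data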;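 further: 0% = LYPLA2 with DMSO and 100% = wells lacking LYPLA2 enzyme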
# PREPL inhibitor – PREPL enzyme inhibitors, primary screen, biochemical, fluorescence polarization | Prolyl endopeptidase-like (Homo sapiens), Q4J6C6 | recombinant PREPL, fluorescence polarization activity-based probe | inhibition, % at 5.96 µM | hit rate 0.68% among 320,000 | AID 2751, 2010; in the data active means inhibition above about 43%;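 further: 0% = enzyme with DMSO and 100% = wells lacking enzyme; many of its hits are not listed in these tables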
# Target sequence (Q4J6C6 whole entry, looked up): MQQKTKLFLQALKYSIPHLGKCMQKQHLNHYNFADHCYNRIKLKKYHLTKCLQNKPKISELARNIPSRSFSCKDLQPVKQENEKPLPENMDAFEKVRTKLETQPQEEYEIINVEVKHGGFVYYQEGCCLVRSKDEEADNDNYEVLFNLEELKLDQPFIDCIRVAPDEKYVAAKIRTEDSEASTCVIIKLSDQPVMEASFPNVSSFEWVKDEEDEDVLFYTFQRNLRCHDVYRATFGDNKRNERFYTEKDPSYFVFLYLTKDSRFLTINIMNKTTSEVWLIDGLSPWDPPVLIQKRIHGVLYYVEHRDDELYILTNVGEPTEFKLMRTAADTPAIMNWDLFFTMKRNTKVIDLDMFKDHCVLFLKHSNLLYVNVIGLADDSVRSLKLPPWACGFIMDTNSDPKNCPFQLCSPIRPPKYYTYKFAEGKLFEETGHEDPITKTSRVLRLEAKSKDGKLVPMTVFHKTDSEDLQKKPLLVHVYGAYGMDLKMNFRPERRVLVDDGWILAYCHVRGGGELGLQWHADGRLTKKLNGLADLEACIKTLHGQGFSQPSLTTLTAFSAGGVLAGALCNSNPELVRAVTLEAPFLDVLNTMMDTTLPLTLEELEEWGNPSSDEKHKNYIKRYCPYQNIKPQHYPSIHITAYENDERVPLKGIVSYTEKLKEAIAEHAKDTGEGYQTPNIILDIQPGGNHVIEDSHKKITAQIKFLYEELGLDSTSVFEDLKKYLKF
# PP1 inh – PP1-alpha phosphatase inhibitors, primary screen, counter-screen for PP5 inhibitor project, biochemical, fluorescence, OMFP substrate, single point; Serine/threonine-protein phosphatase PP1-alpha catalytic subunit (Homo sapiens), P62136; purified PP1alpha; inhibition, % at 6.7 µM; hit rate 0.9% among 320,000; AID 2235, 2010;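 active means inhibition above the mean inhibition of all tested compounds plus 3 SD, computed separately for each screening campaign, cut at about 15% in these data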
# PP5 primary – PP5 phosphatase inhibitors, primary screen, biochemical, fluorescence; Serine/threonine-protein phosphatase 5 (Homo sapiens), P53041; purified PP5c, OMFP substrate fluorescence; inhibition, % at 6.7 µM; hit rate 0.18% among 320,000; AID 1987, 2009;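 active means inhibition above the campaign's mean inhibition across all tested compounds plus 3 SD, cut at about 9.5% in these data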;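 further: 0% = DMSO only and 100% = 100 µM cantharidin control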
# core dimer inh – inhibitors of HCV core protein dimerization, primary screen, biochemical, TR-FRET, high-throughput; TR-FRET GST/Flag-core106 dimerization, 1536-well; inhibition, % at 5 µM; hit rate 0.33% among 300,000; AID 1899, 2009;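 active means inhibition above the mean of all tested compounds plus 3 SD, set per screening campaign, cut at about 45% in these data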
#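 Material: Tagged HCV core106 pair (GST and Flag) | Amount: GST-core106 13.5 nM, Flag-core106 17 nM | Medium: KF-containing HEPES buffer, pH 7.45, DTT, CHAPS, BSA | Reagent: Eu donor and XL665 acceptor anti-tag antibodies | Schedule: 4 h at 22.5 °C | Technique: Time-resolved FRET, ex 340 nm, em 617 and 671 nm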
# TPT1 inhibitor – Candida albicans TPT1 enzyme inhibitors, primary screen, biochemical, fluorescence polarization; tRNA 2'-phosphotransferase TPT1 (Candida albicans SC5314); recombinant caTPT1, FP RNA substrate dephosphorylation; inhibition, % at 5 µM; hit rate 0.81% among 300,000;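 active means inhibition above the mean of all tested compounds plus 3 SD, set per screening campaign, cut at about 24% in these data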;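 further: plate controls were DMSO alone for no effect and ferristatin control at 100 nM for full effect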
# Efflux pump inh – inhibitors of Candida efflux pumps in yeast, primary screen, S. cerevisiae, Nile Red, multiplex; S. cerevisiae Candida pump triplex; AID 485275, 2010; inhibition, % at 10 µM; hit rate 0.44% among 330,000;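 active means plate passing quality check with inhibition over a set limit, or well fluorescence over plate mean plus 4 SD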;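 further: Nile Red retained in pooled yeast measured as flow cytometry median fluorescence; 0% = buffer negative control and 100% = Enniatin B positive control; higher means more Nile Red kept so more efflux inhibition; some compounds called inactive have numbers as strong as hits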
# * marks the source's active call; other numbers are inactive results; / = no result given. Some of the compounds tested; count on the stated rates, not on these rows.
cpd	SMILES	Fh CTSL1 inh	PREPL inhibitor	PP1 inh	TPT1 inhibitor	Efflux pump inh	LYPLA2 counter	JMJD2C inh	core dimer inh	PP5 primary
1	CCOc1ccc(-c2nc(CSCC(=O)NCCCN3CCCC3=O)c(C)o2)cc1	-3	8	-3	-1	0.1	0	-8	-3	4.0
2	Cc1ccn(S(=O)(=O)c2ccc(N3CCCC3=O)cc2)n1	0	-9	0	2	-0.1	0	4	-4	1.6
3	CC(=O)C1C(=O)C=C(c2ccco2)CC1c1ccccc1 (stereo not given)	5	-1	1	2	0.0	2	9	9	-1.5
4	CC(C)C(=O)Nc1ccc2c(c1)nc(CCN1CCN(C)CC1)n2C	-5	-1	-4	0	0.0	-4	10	2	0.6
5	Cc1c(Cc2ccccc2)c(=O)oc2c(C)c(OC(C)C(=O)N[C@@H](Cc3ccccc3)C(=O)O)ccc12 (stereo not given in full)	2	7	2	0	0.3	0	/	29	4.3
6	O=C(/C=C/c1ccc(Cl)cc1Cl)NC(=S)Nc1ccccn1	-5	-6	1	-2	0.0	2	-2	28	2.4
7	O=C(NC(=S)NC1CCSC1=O)c1ccccc1Cl (stereo not given)	2	19	-4	1	0.0	-2	15	-1	-1.0
8	O=C(NCc1cccnc1)c1ccc(Cl)c(S(=O)(=O)Nc2ccccc2C(=O)NCc2cccnc2)c1	-6	2	-4	4	0.0	-4	59	-4	-1.4
9	CCCCCCCCCCCCCCCC[N+](C)(C)CCN(Cc1ccc(OC)cc1)c1ncccn1	2	60*	69*	-2	2.4*	7	/	-17	11*
10	Cc1ccc(S(=O)(=O)N(CC(=O)NC2CCCCCC2)c2ccccc2F)cc1	4	14	-3	2	0.2	2	2	5	1.6

# Arranged by the number under JMJD2C inh (rising): some entries from above.
cpd | mol | JMJD2C inh
2 | Cc1ccn(S(=O)(=O)c2ccc(N3CCCC3=O)cc2)n1 | 4
4 | CC(C)C(=O)Nc1ccc2c(c1)nc(CCN1CCN(C)CC1)n2C | 10
8 | O=C(NCc1cccnc1)c1ccc(Cl)c(S(=O)(=O)Nc2ccccc2C(=O)NCc2cccnc2)c1 | 59

# More entries
cpd	SMILES	Fh CTSL1 inh	PREPL inhibitor	PP1 inh	TPT1 inhibitor	Efflux pump inh	LYPLA2 counter	JMJD2C inh	core dimer inh	PP5 primary
11	Cc1ccc(Oc2ccc(S(=O)(=O)NCC(C)(C)N3CCOCC3)cc2)cc1	3	-1	2	-2	0.1	9	7	3	0.6
12	Cc1cc(Nc2ccc(C)c(Br)c2)n2nc(C)nc2n1	5	18	0	-6	-0.1	5	0	-2	2.1
13	CCN(CC)CCNC(=O)c1ccc(NS(=O)(=O)c2ccc3c(c2)OCCO3)cc1	0	5	-4	-2	-0.1	-3	0	-1	-3.1
14	CCCCn1c(N)c(N(CCOC)C(=O)COC(=O)c2ccccc2OCC)c(=O)[nH]c1=O	-1	16	-3	-4	0.0	4	-5	-2	-2.4
15	Cc1cc(=O)oc2ccc(OC(C)C(=O)O)cc12 (stereo not given)	0	10	-1	-1	-0.3	8	-12	0	1.6
16	CCOc1cc(C(=O)Nc2ncccn2)cc(OCC)c1OCC	4	12	-4	-3	0.0	5	6	-2	-2.2
17	C/C(N)=C(/C#N)C(=O)COC(=O)CNC(=O)c1ccc(Cl)cc1Cl	-16	4	-3	1	0.1	2	8	-3	-1.9
18	C=C(C)c1cccc(C(C)(C)NC(=O)Nc2ccccc2OCC)c1	-2	11	-4	2	-0.1	7	5	5	1.9
19	COc1cccc(N2CCN(C(=O)CN3C(=O)NC4(CCCC4)C3=O)CC2)c1	3	23	-1	-3	-0.6	6	1	1	-2.5
20	COc1ccc(/C=N/NC(=S)N[C@H]2CC3CCC2C3)cc1 (stereo not given in full)	0	5	5	-5	0.0	-7	-1	2	6.0

# Following part
cpd	SMILES	Fh CTSL1 inh	PREPL inhibitor	PP1 inh	TPT1 inhibitor	Efflux pump inh	LYPLA2 counter	JMJD2C inh	core dimer inh	PP5 primary
21	O=C(NCc1ccccc1)C12CN(Cc3ccccc3)CC1C(c1ccc([N+](=O)[O-])cc1)=NO2 (stereo not given)	2	6	6	2	0.1	-6	-2	11	4.5
22	O=C(NCC1CCCO1)C(c1ccc(F)cc1)N(Cc1ccc2c(c1)OCO2)C(=O)c1ccc(CN2CCOCC2)o1 (stereo not given)	-2	10	1	0	0.1	-4	-16	2	1.7
23	O=C(CC1Oc2ccccc2NC1=O)NCc1ccc(Cl)cc1 (stereo not given)	-2	-8	-2	-2	-0.1	-3	-6	1	3.9
24	COc1ccc(NS(=O)(=O)c2ccc(S(=O)(=O)N3CCCC3)cc2)cc1Cl	-1	-13	2	4	0.0	1	-7	3	3.8
25	O=c1c2ccccc2nc(N/N=C/c2ccccc2)n1O	0	3	1	-2	0.1	-7	-3	-10	1.6
26	CCOc1ccc(CC(=O)Nc2c(C(N)=O)oc3ccc(Br)cc23)cc1OCC	4	-9	-4	-2	0.1	1	2	2	-1.2
27	O=C(c1cc2cc(Cl)ccc2[nH]1)N1CCN(C(=O)c2ccco2)CC1	-4	18	3	4	0.1	-5	26	27	-1.7
28	O=C(CSc1ccc(-c2ccc(F)cc2)nn1)NC1CCCCC1	2	20	-1	-3	0.0	-2	-8	-1	-0.9

# By substructure, the compounds so far containing a Cl atom (seven)
cpd	SMILES	Fh CTSL1 inh	PREPL inhibitor	PP1 inh	TPT1 inhibitor	Efflux pump inh	LYPLA2 counter	JMJD2C inh	core dimer inh	PP5 primary
6	O=C(/C=C/c1ccc(Cl)cc1Cl)NC(=S)Nc1ccccn1	-5	-6	1	-2	0.0	2	-2	28	2.4
7	O=C(NC(=S)NC1CCSC1=O)c1ccccc1Cl (stereo not given)	2	19	-4	1	0.0	-2	15	-1	-1.0
8	O=C(NCc1cccnc1)c1ccc(Cl)c(S(=O)(=O)Nc2ccccc2C(=O)NCc2cccnc2)c1	-6	2	-4	4	0.0	-4	59	-4	-1.4
17	C/C(N)=C(/C#N)C(=O)COC(=O)CNC(=O)c1ccc(Cl)cc1Cl	-16	4	-3	1	0.1	2	8	-3	-1.9
23	O=C(CC1Oc2ccccc2NC1=O)NCc1ccc(Cl)cc1 (stereo not given)	-2	-8	-2	-2	-0.1	-3	-6	1	3.9
24	COc1ccc(NS(=O)(=O)c2ccc(S(=O)(=O)N3CCCC3)cc2)cc1Cl	-1	-13	2	4	0.0	1	-7	3	3.8
27	O=C(c1cc2cc(Cl)ccc2[nH]1)N1CCN(C(=O)c2ccco2)CC1	-4	18	3	4	0.1	-5	26	27	-1.7
